LMPTP block – LMPTP (human) inhibition; recombinant LMPTP-A, OMFP fluorogenic substrate, fluorescence intensity; AID 651560; inhibition, % at 20 µM; P24666; 0.22% of 360,000 active;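 active = compounds that cut the enzyme signal by at least half of the control window in the single-dose screen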;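 note: plate controls were DMSO wells with enzyme plus substrate for no effect and substrate without enzyme for full effect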
Target sequence (P24666 whole entry, looked up): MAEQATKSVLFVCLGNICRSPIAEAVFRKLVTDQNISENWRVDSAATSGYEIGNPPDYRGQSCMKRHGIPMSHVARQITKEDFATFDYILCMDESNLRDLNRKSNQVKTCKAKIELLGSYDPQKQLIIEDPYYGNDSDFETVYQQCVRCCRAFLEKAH
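Test system – LMPTP-A enzyme · Amount – LMPTP-A at 0.625 nM final in the reaction · Buffer or medium – Bis-Tris pH 6.0, DTT, detergent · Reagent – OMFP 400 µM · Doses – single 20 µM dose · Schedule – reaction 50 min, room temperature, dark · Detection – fluorescence intensity of OMFP turnover product · Evaluation – percent inhibition versus substrate-only and uninhibited controls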
SUMO1 PPI mod – SUMO1-SIM interaction modulation | P63165 | SUMO1 binding to a labelled peptide, TR-FRET, 1 h | inhibition, % at 20 µM | 0.33% of 360,000 active | AID 602429; in the data active = inhibition above about 37%
Target sequence (P63165 whole entry, looked up): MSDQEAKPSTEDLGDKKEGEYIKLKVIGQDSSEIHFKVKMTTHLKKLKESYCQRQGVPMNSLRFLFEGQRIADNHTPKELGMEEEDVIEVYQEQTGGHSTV
STEP inh – STEP (human) phosphatase inhibition; P54829; recombinant STEP, OMFP fluorogenic substrate, fluorescence; inhibition, % at 20 µM; 0.25% of 360,000 active;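 active = inhibition at 20 µM, scaled per plate between control wells, above about 37%, limit read from the data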;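 note: 0% = DMSO with enzyme and substrate and 100% = substrate only without enzyme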
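System: STEP (striatal-enriched tyrosine phosphatase) enzyme, cell-free; medium: Bis-Tris pH 6.0 buffer with DTT, detergent; dosing: 20 µM, 1% DMSO; times: reaction 20 min, ambient temperature; detection: fluorescence, 480/540 nm; read-out basis: normalized % inhibition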
Neddyl block – cullin neddylation inhibition; TR-FRET cullin neddylation, biochemical; calls only at 25 µM; 0.58% of 360,000 active; AID 651699; in the data active = inhibition above about 36%
Target sequence (P61081 whole entry, looked up): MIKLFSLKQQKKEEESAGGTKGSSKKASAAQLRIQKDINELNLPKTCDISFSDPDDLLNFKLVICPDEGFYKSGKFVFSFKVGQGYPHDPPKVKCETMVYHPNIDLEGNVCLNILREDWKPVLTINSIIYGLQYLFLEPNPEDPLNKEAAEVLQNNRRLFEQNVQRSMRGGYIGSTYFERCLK
Target sequence (Q13564 whole entry, looked up): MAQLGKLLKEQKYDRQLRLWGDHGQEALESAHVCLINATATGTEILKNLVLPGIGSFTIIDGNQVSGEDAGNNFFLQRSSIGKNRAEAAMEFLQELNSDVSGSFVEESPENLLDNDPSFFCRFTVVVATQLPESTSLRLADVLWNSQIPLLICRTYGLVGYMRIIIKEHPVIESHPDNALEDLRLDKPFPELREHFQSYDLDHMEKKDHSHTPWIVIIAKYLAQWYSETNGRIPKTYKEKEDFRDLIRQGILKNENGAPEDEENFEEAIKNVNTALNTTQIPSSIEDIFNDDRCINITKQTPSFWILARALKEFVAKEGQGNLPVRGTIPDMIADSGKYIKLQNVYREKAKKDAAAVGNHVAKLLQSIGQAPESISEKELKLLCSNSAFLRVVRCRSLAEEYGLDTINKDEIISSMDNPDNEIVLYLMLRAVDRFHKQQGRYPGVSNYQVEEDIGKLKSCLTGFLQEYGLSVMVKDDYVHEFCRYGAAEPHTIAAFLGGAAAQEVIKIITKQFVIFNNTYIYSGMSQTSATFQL
TbMetRS inhib – Trypanosoma brucei MetRS inhibition | purified T. brucei MetRS, ATP depletion, Kinase-Glo luminescence | inhibition, % at 11.9 µM | 0.4% of 360,000 active | AID 624268;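 active = inhibition above a per-plate cutoff of the control wells' mean inhibition plus 3 SD, cut at about 5.5% in these data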;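 note: 0% = DMSO wells median and 100% = median of wells with control inhibitor compound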
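Dosing: 11.9 µM compound single dose, 0.9% DMSO; Assay system: purified T. brucei MetRS enzyme; Measured by: Kinase-Glo luciferase luminescence reporting remaining unconsumed ATP; Schedule: 15 min plus 2 h at 25 °C.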
Scp-1 inhibitor – blocks human Scp-1 phosphatase activity; 0.88% of 340,000 active; Recombinant Scp1, phosphopeptide, malachite green phosphate absorbance; Q9GZU7; AID 493091; inhibition, % at 20 µM;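 active = inhibition above about 50% at 20 µM, limit read from the data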;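 note: plate controls were DMSO wells with enzyme for no effect and wells lacking enzyme for full effect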
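Test system: SCP-1 catalytic domain; Buffer or medium: Acidic Tris acetate buffer with magnesium and detergent; Also added: Phosphorylated 17-residue peptide substrate; Compound: single 20 µM dose, 1% DMSO; Schedule: enzyme reaction 45 min at room temperature, colour 5 min, stabilisation 30 min; Signal: Phosphate-binding colour reagent, absorbance read at 630 nm.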
DNMT1 block – blocks human DNA methyltransferase DNMT1; AID 588458; 0.83% of 360,000 active; DNMT1 molecular beacon, Hinp1I cleavage, fluorescence; P26358; inhibition (reported as % activation of signal), % at 10 µM; in the data active = inhibition above about 50%
SKN-1 inh – inhibitors of C. elegans SKN-1; inhibition, % at 21.8 µM; C. elegans VP596 Pgst-4::GFP/RFP ratio, acrylamide-induced, 24 h; AID 624304; 0.49% of 360,000 active;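 active = interference check ratio from 0.5 to 1.5 plus GFP to RFP signal ratio inhibition reaching or exceeding a fixed threshold, cut at about 30% in these data, passing the limit was not always enough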; note: some compounds called inactive have numbers as strong as hits
NadD block – NadD (S. aureus) enzyme inhibition; AID 602399; inhibition, % at 20 µM; 0.78% of 360,000 active; purified NadD enzyme, colorimetric absorbance read-out; in the data active = inhibition above about 26%; note: some compounds past the cut are filed as inactive
NRP1-CendR mod – alters CendR peptide binding to human NRP-1; 0.85% of 360,000 active; FAM-RPARPAR peptide binding to NRP-1, fluorescence polarization; O14786; inhibition, % at 25 µM;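 active = inhibition or corrected inhibition above about 18%, plus a signal ratio from 0.5 to 1.5, limit read from the data, passing the limit was not always enough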; note: strong numbers were not always called active
The depositor's hits bear a star.

What do the screens show for `CCc1cccc(CC)c1N(COC)C(=O)Cn1ccccc1=N`?
LMPTP block: -0.9; SUMO1 PPI mod: 5.4; STEP inh: 0.7; Neddyl block: inactive; TbMetRS inhib: -0.1; Scp-1 inhibitor: 6.8; DNMT1 block: 0.3; SKN-1 inh: -0.1; NadD block: 3.0; NRP1-CendR mod: -3.0

Results for COc1ccc(NC(=O)CN(C)S(=O)(=O)c2ccc3c(c2)n(C)c(=O)c(=O)n3C)cc1 ?
LMPTP block: -0.6; SUMO1 PPI mod: -4.6; STEP inh: -1.7; Neddyl block: inactive; TbMetRS inhib: -0.3; Scp-1 inhibitor: -3.5; DNMT1 block: 1.3; SKN-1 inh: -7.7; NadD block: -5.3; NRP1-CendR mod: 3.8

What do the screens show for `COc1ccc(NC(=O)c2sc3nc(-c4cccnc4)ccc3c2N)cc1OC`?
LMPTP block: -2.2; SUMO1 PPI mod: -8.9; STEP inh: -3.4; Neddyl block: inactive; TbMetRS inhib: -0.6; Scp-1 inhibitor: -3.6; DNMT1 block: 3.5; SKN-1 inh: -11.1; NadD block: -0.5; NRP1-CendR mod: 5.0

What do the screens show for `O=C(Nc1ccc2nc3n(c(=O)c2c1)CCCC3)c1cccc(F)c1`?
LMPTP block: -1.0; SUMO1 PPI mod: 6.8; STEP inh: 0.4; Neddyl block: inactive; TbMetRS inhib: 0.2; Scp-1 inhibitor: -13.1; DNMT1 block: -0.1; SKN-1 inh: 19.6; NadD block: -2.0; NRP1-CendR mod: 7.2

How did Cn1c(=O)oc2cc(S(=O)(=O)N3CCCC(C(=O)Nc4ccccn4)C3)ccc21 (stereo unspecified) do in these assays?
LMPTP block: -0.9; SUMO1 PPI mod: 6.2; STEP inh: -0.3; Neddyl block: inactive; TbMetRS inhib: 0.3; Scp-1 inhibitor: -1.6; DNMT1 block: -0.6; SKN-1 inh: 10.3; NadD block: -2.4; NRP1-CendR mod: -9.0

What do the screens show for `COc1ccc(-c2onc(C)c2-c2cnn(-c3ccccc3)c2)c(O)c1C`?
LMPTP block: 1.7; SUMO1 PPI mod: -4.7; STEP inh: 0.1; Neddyl block: inactive; TbMetRS inhib: -0.6; Scp-1 inhibitor: -5.3; DNMT1 block: -2.5; SKN-1 inh: -3.1; NadD block: -1.7; NRP1-CendR mod: 1.4

What do the screens show for `O=C(CN(Cc1ccco1)C(=O)CNS(=O)(=O)c1ccc(F)cc1)NCc1ccc(F)cc1`?
LMPTP block: 0.4; SUMO1 PPI mod: -1.2; STEP inh: 1.6; Neddyl block: inactive; TbMetRS inhib: -0.4; Scp-1 inhibitor: -4.2; DNMT1 block: 3.3; SKN-1 inh: 18.4; NadD block: -1.6; NRP1-CendR mod: 9.0

What do the screens show for `Cc1ccnc(SCC(=O)N2CCCc3ccccc32)n1`?
LMPTP block: -1.1; SUMO1 PPI mod: 2.8; STEP inh: 3.3; Neddyl block: inactive; TbMetRS inhib: 0.1; Scp-1 inhibitor: -3.4; DNMT1 block: -0.1; SKN-1 inh: 5.9; NadD block: 1.1; NRP1-CendR mod: 6.7

How did CCCCCCCCCCCCS(=O)(=O)CCC(=O)O do in these assays?
LMPTP block: -1.5; SUMO1 PPI mod: 3.7; STEP inh: 0.2; Neddyl block: inactive; TbMetRS inhib: -0.5; Scp-1 inhibitor: -8.4; DNMT1 block: 0.2; SKN-1 inh: 4.7; NadD block: 4.4; NRP1-CendR mod: 6.1

Results for CCCCOc1ccc(C(=O)NCC(=O)NCC(c2cccs2)N2CCOCC2)cc1 (stereo unspecified) ?
LMPTP block: -8.9; SUMO1 PPI mod: -25.0; STEP inh: 3.0; Neddyl block: inactive; TbMetRS inhib: 0.4; Scp-1 inhibitor: -9.3; DNMT1 block: 0.7; SKN-1 inh: 17.4; NadD block: 2.7; NRP1-CendR mod: -5.6

What do the screens show for `CCCOc1ccc(/C=N/Nc2ccccc2[N+](=O)[O-])c(OCCC)c1`?
LMPTP block: 2.8; SUMO1 PPI mod: -14.4; STEP inh: 10.8; Neddyl block: inactive; TbMetRS inhib: 0.1; Scp-1 inhibitor: -1.8; DNMT1 block: 2.1; SKN-1 inh: -5.0; NadD block: -1.6; NRP1-CendR mod: 8.1

How did O=C(c1ccc2ccccc2c1)N1CCN(c2ccc([N+](=O)[O-])c(N3CCOCC3)c2)CC1 do in these assays?
LMPTP block: 2.7; SUMO1 PPI mod: -25.0; STEP inh: -1.0; Neddyl block: inactive; TbMetRS inhib: -0.3; Scp-1 inhibitor: -5.6; DNMT1 block: -6.6; SKN-1 inh: 6.1; NadD block: 8.7; NRP1-CendR mod: 0.3

How did COc1cc(C(=O)OCn2nnc3ccccc3c2=O)cc(OC)c1OC do in these assays?
LMPTP block: -0.9; SUMO1 PPI mod: -0.6; STEP inh: -6.1; Neddyl block: inactive; TbMetRS inhib: -0.9; Scp-1 inhibitor: -4.8; DNMT1 block: -2.3; SKN-1 inh: -4.2; NadD block: 0.2; NRP1-CendR mod: 6.1

What do the screens show for `S=C(Nc1ccc(Cc2ccncc2)cc1)Nc1cccc(Cl)c1`?
LMPTP block: -1.0; SUMO1 PPI mod: 4.9; STEP inh: 2.1; Neddyl block: inactive; TbMetRS inhib: 0.9; Scp-1 inhibitor: -7.2; DNMT1 block: 2.4; SKN-1 inh: 2.1; NadD block: -1.6; NRP1-CendR mod: 4.6

How did CCn1cc(C(=O)Nc2ccc(F)c(F)c2)cn1 do in these assays?
LMPTP block: -1.8; SUMO1 PPI mod: -1.6; STEP inh: -1.7; Neddyl block: inactive; TbMetRS inhib: -1.3; Scp-1 inhibitor: -5.5; DNMT1 block: 0.5; SKN-1 inh: -2.4; NadD block: 1.1; NRP1-CendR mod: 7.0

Results for O=C(COC(=O)c1ccccc1[N+](=O)[O-])NCCCc1ccccc1 ?
LMPTP block: 1.0; SUMO1 PPI mod: -22.7; STEP inh: 2.9; Neddyl block: inactive; TbMetRS inhib: -0.7; Scp-1 inhibitor: -1.3; DNMT1 block: -0.9; SKN-1 inh: -3.7; NadD block: -6.6; NRP1-CendR mod: -7.4

How did CC1Oc2cc3oc4c(O)c(O)ccc4c(=O)c3c(O)c2C1(C)C (stereo unspecified) do in these assays?
LMPTP block: 4.0; SUMO1 PPI mod: 8.5; STEP inh: 8.9; Neddyl block: inactive; TbMetRS inhib: 0.8; Scp-1 inhibitor: -18.5; DNMT1 block: -35.2; SKN-1 inh: 5.4; NadD block: 8.9; NRP1-CendR mod: -31.4

Results for CCCCn1c(SCC(N)=O)nc2c(sc3ccccc32)c1=O ?
LMPTP block: -0.5; SUMO1 PPI mod: -4.1; STEP inh: -1.0; Neddyl block: inactive; TbMetRS inhib: -0.9; Scp-1 inhibitor: -2.4; DNMT1 block: 14.1; SKN-1 inh: -44.2; NadD block: -2.4; NRP1-CendR mod: 4.2

Results for COC(=O)c1sc2ccccc2c1-n1cccc1C(=O)C(=O)Nc1ccc(F)cc1 ?
LMPTP block: 1.1; SUMO1 PPI mod: -3.4; STEP inh: -0.7; Neddyl block: inactive; TbMetRS inhib: -0.9; Scp-1 inhibitor: -10.1; DNMT1 block: -8.2; SKN-1 inh: -2.2; NadD block: -1.0; NRP1-CendR mod: 2.4

How did CCc1c(C)nc(SC(C(=O)O)c2ccccc2)c(C#N)c1C (stereo unspecified) do in these assays?
LMPTP block: -0.4; SUMO1 PPI mod: -2.0; STEP inh: 2.4; Neddyl block: inactive; TbMetRS inhib: -0.6; Scp-1 inhibitor: 0.6; DNMT1 block: 1.9; SKN-1 inh: 0.3; NadD block: -1.3; NRP1-CendR mod: -6.8

Results for N#Cc1nc(COc2ccccc2)oc1N1CCN(Cc2ccccc2)CC1 ?
LMPTP block: -0.1; SUMO1 PPI mod: -2.0; STEP inh: -0.4; Neddyl block: inactive; TbMetRS inhib: -0.2; Scp-1 inhibitor: -2.6; DNMT1 block: -5.8; SKN-1 inh: -9.8; NadD block: 0.8; NRP1-CendR mod: -11.6

How did Cc1ccc(S(=O)(=O)/N=C2/NC(=O)/C(=C\c3cc(Br)cc(Br)c3O)S2)cc1 do in these assays?
LMPTP block: -1.3; SUMO1 PPI mod: 27.8; STEP inh: -2.8; Neddyl block: inactive; TbMetRS inhib: -0.1; Scp-1 inhibitor: -10.5; DNMT1 block: 20.7; SKN-1 inh: 49.4; NadD block: 40.6*; NRP1-CendR mod: 139.9

Results for COc1ccc(C(=O)CCC(=O)Nc2ccc(N3CCCCC3)cc2)cc1OC ?
LMPTP block: 4.8; SUMO1 PPI mod: -0.4; STEP inh: 0.9; Neddyl block: inactive; TbMetRS inhib: -0.4; Scp-1 inhibitor: -3.4; DNMT1 block: -8.7; SKN-1 inh: -6.9; NadD block: -2.9; NRP1-CendR mod: -8.1

Results for CCOCCCNC(=O)Cc1cc(=O)[nH]c(=O)[nH]1 ?
LMPTP block: -1.4; SUMO1 PPI mod: -5.9; STEP inh: -2.4; Neddyl block: inactive; TbMetRS inhib: 0.6; Scp-1 inhibitor: -4.8; DNMT1 block: 5.8; SKN-1 inh: 4.2; NadD block: 4.9; NRP1-CendR mod: -6.1

Results for Cc1cccc(NC(=O)[C@@H]2CCCN2C2=NS(=O)(=O)c3ccccc32)c1C ?
LMPTP block: -0.6; SUMO1 PPI mod: 4.6; STEP inh: 3.7; Neddyl block: inactive; TbMetRS inhib: -0.2; Scp-1 inhibitor: -3.9; DNMT1 block: -2.3; SKN-1 inh: -12.4; NadD block: 0.9; NRP1-CendR mod: 3.0

How did O=C(NCCN1CCOCC1)c1ccc(-c2ccccc2)cc1 do in these assays?
LMPTP block: -0.5; SUMO1 PPI mod: 0.9; STEP inh: 16.9; Neddyl block: inactive; TbMetRS inhib: 0.0; Scp-1 inhibitor: -3.8; DNMT1 block: 4.7; SKN-1 inh: 7.7; NadD block: -8.2; NRP1-CendR mod: -1.1

What do the screens show for `COc1ccc2[nH]c(C)c(CCNC(=S)Nc3cc(C)cc(C)c3)c2c1`?
LMPTP block: -0.1; SUMO1 PPI mod: 7.0; STEP inh: -3.8; Neddyl block: inactive; TbMetRS inhib: -1.1; Scp-1 inhibitor: 6.1; DNMT1 block: -5.3; SKN-1 inh: -3.7; NadD block: 4.0; NRP1-CendR mod: 6.0

What do the screens show for `CC(C)C[C@@H](CN)NC(=O)c1nc[nH]c1C(=O)N[C@@H](Cc1ccccc1)C(=O)CNC[C@H](C)NC(=O)c1nc[nH]c1C(=O)N[C@@H](CC(C)C)C(=O)O`?
LMPTP block: -3.3; SUMO1 PPI mod: 4.1; STEP inh: -1.8; Neddyl block: inactive; TbMetRS inhib: 0.7; Scp-1 inhibitor: -10.9; DNMT1 block: 3.4; SKN-1 inh: -6.7; NadD block: 28.0; NRP1-CendR mod: 4.3

Source: PubChem BioAssay (several laboratories)

No enrichment for hits. About 4.6% of those tested had a hit in this group.
